Screening data from PubChem.
CHO parental Ca = counter-screen: ATP calcium response change in parental CHO cells; parental CHO-K1, ATP-induced calcium, Fluo-8 fluorescence; inhibition, % at 5.6 µM; hit rate 0.63% among 330,000; AID 463079;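 active means inhibition above that plate's mean sample inhibition plus 3 SD, cut at about 26% in these data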;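 further: 0% = ATP-challenged DMSO wells and 100% = DMSO wells without ATP; some compounds past the cut are filed as inactive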
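material = parental CHO cells | also added = ATP as calcium-mobilizing challenge | dosing = single point at 5.6 µM | detection = intracellular calcium via Fluo-8 no-wash fluorescent dye | read-out = % inhibition | benchmarks = low control ATP plus DMSO, high control DMSO only | repeats = one well per compound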
V1R ag counter = V1a receptor agonism, counter-screen for OXTR agonists; P37288; CHO-V1R cells, Fluo-8 calcium fluorescence, agonist mode; 0% DMSO, 100% 3 nM vasopressin; activation, % at 3 µM; hit rate 0.25% among 320,000;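 active means activation above the mean activation of all tested compounds plus 3 SD, per screening run, cut at about 20% in these data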;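 further: signal is peak over basal fluorescence ratio across a 100 second FLIPR read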
Target sequence (P37288 whole entry, looked up): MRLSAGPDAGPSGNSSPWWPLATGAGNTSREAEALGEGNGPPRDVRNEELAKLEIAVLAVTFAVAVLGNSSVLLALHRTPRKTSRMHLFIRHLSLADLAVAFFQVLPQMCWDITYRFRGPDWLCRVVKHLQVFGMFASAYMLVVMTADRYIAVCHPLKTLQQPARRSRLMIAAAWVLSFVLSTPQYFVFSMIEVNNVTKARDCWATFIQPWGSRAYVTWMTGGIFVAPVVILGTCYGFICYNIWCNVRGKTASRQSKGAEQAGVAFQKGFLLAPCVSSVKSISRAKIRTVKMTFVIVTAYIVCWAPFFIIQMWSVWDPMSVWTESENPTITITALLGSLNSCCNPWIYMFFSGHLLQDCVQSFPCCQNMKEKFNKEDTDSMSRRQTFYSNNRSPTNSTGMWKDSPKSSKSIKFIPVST
OXTR potentiate = potentiates the human oxytocin receptor response; P30559; CHO-OTR cells, Fluo-8 calcium fluorescence, potentiator mode; 0% = oxytocin EC15, 100% = EC100; activation, % at 3 µM; hit rate 0.061% among 320,000; AID 2445;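 active means activation above that plate's cutoff, the mean activation of tested compounds plus 3 SD, cut at about 6.6% in these data, passing the limit was not always enough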;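 further: 100% uses oxytocin at 75 nM as the full agonist control; some results filed as inactive read as strong as hits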
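System: human OTR in CHO cells / Also added: sub-maximal oxytocin, roughly EC15 / Control set: EC15 oxytocin low, 75 nM oxytocin high / Schedule: 6 min compound pre-incubation at room temperature, 100 s kinetic read / Compound: single-point 3.0 µM / Replication: singlicate / Technique: Fluo-8 calcium dye fluorescence / Read-out basis: % activation of max/min ratio relative to oxytocin controls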
CHO-K1 Ca PAM = M1 PAM counterscreen hit in parental CHO-K1 cells. hit rate 0.02% among 360,000. ATP EC20, Fluo-8 calcium fluorescence; 0% at ATP EC20, 100% at ATP max. activation, % at 3 µM;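 active means activation above the run cutoff, the mean activation of all test compounds plus 3 SD, cut at about 40% in these data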;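 further: peak over basal fluorescence ratio in a 140 s read after ATP addition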
CHO-K1 Ca antag = counter-screen for M1 antagonists: effect in parental CHO-K1 cells; ATP-induced calcium, Fluo-8 fluorescence; hit rate 0.6% among 360,000; inhibition, % at 3 µM;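 active means inhibition above a per-plate cutoff, the plate's mean sample inhibition plus 3 SD, cut at about 24% in these data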;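 further: 0% = DMSO plus EC80 ATP and 100% = DMSO alone without ATP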
TAAR1 antag = antagonists of human TAAR1 | Q96RJ0 | CHO RD-HGA16 TAAR1, Fluo-8 calcium fluorescence, antagonist | inhibition, % at 3 µM | hit rate 1.5% among 360,000;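 active means inhibition above a per-plate cutoff, the mean inhibition of test compounds on that plate plus 3 SD, cut at about 49% in these data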;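 further: 0% = DMSO plus EC80 beta-PEA response and 100% = DMSO alone without agonist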
Target sequence (Q96RJ0 whole entry, looked up): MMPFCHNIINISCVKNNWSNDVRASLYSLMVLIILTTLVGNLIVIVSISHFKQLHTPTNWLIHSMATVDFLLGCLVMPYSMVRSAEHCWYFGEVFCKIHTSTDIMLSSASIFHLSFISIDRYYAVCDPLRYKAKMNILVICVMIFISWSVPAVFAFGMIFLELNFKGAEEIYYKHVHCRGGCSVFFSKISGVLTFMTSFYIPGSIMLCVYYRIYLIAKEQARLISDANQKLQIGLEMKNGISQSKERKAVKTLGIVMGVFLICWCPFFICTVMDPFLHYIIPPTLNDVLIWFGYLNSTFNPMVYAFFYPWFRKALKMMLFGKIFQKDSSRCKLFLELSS
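Test system – hTAAR1-expressing CHO RD-HGA16 cells, Gα16-coupled · Reagent – β-PEA at EC80 concentration, post-compound challenge · Compound dosing – 3 µM, single point · Timing – 140 s kinetic read after compound, 140 s after agonist · Detection – Fluo-8 intracellular calcium dye fluorescence, real-time kinetic reads · Control set – DMSO and EC80 PEA controls · Repeats – n of 1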
GPR7 antagonist = antagonists of human GPR7 (neuropeptides B/W receptor 1) | P48145 | GPR7-expressing cells, fluorescence antagonist assay | inhibition, % at 4.4 µM | hit rate 1.1% among 290,000 | AID 1861; in the data active means inhibition above about 16%, passing the limit was not always enough;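 further: cells stimulated with the agonist NPW; 0% = agonist with vehicle and 100% = vehicle without agonist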
Target sequence (P48145 whole entry, looked up): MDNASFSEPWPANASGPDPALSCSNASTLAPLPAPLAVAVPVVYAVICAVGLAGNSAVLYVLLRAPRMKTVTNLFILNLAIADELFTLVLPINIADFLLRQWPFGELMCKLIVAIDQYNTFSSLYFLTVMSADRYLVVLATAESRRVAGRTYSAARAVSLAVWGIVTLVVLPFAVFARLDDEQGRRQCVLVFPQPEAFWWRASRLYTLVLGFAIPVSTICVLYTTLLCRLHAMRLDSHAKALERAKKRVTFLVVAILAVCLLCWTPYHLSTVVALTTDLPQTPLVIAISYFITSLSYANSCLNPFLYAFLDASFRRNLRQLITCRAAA
CHO-K1 Ca ag = nonselective activator or artifact in parental CHO-K1 cells; AID 602248; Fluo-8 calcium fluorescence; scaled to maximal ATP response, vehicle zero; hit rate 0.48% among 360,000; activation, % at 3 µM; in the data active means activation above about 15%;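 further: untransfected CHO-K1 host cells lacking M1 receptor as counterscreen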
OXTR agonist = agonists of human oxytocin receptor. P30559. CHO-OTR cells, Fluo-8 calcium fluorescence; normalized: DMSO 0%, oxytocin 100%. activation, % at 3 µM. hit rate 0.32% among 320,000. AID 2435;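 active means activation above the mean of all tested compounds plus 3 SD, cutoff set per screening run, cut at about 20% in these data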;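 further: peak over basal fluorescence ratio from a 100 s FLIPR kinetic read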
An asterisk follows results filed as active; nt = not tested or not shown.

SMILES	CHO parental Ca	V1R ag counter	OXTR potentiate	CHO-K1 Ca PAM	CHO-K1 Ca antag	TAAR1 antag	GPR7 antagonist	CHO-K1 Ca ag	OXTR agonist
CC(=O)c1ccc(N(CC(=O)NCCc2ccccc2)C(=O)c2csnn2)cc1	5	-0.1	0	-21	1	-6	1	0.9	-0.7
O=S(=O)(c1ccc(C(F)(F)F)cc1)N1CCCN(c2ccc(C(F)(F)F)cn2)CC1	-20	-0.1	-9	14	-9	-26	0	0.6	-1.9
CC(C)Oc1ccc(S(=O)(=O)N2CCOCC2)cc1NC(=O)CN1C(=O)c2ccccc2C1=O	nt	nt	nt	2	-7	16	nt	0.4	nt
Cc1ccccc1CNC(=O)c1ccc2nc([C@@H]3O[C@H](CO)[C@H](O)[C@H](O)[C@H]3O)[nH]c2c1	nt	nt	nt	-13	16	-21	nt	-0.3	nt
Cc1cccc(N(CC(=O)N/N=C/c2ccc(C(=O)O)cc2)S(=O)(=O)c2ccccc2)c1C	-16	0.2	-8	19	-8	-2	nt	0.4	-1.6
COc1ccc(S(=O)(=O)N2CCCCCC2)cc1C(=O)OCC(=O)NC(C)(C)C	-1	-0.8	-11	17	-2	18	0	1.1	-0.7
CCc1ccc(/C=C2/SC(=S)N(CCCC(=O)Nc3cccc(C(=O)O)c3)C2=O)cc1	nt	nt	nt	15	-5	-2	nt	0.3	nt
COc1ccc(S(=O)(=O)N2CCCC2C(=O)NCc2cccs2)cc1 (stereo not drawn)	-10	-0.2	-3	-8	-10	-4	-9	0.6	0.2
COC(=O)C1=C(N)Oc2cc(C)n(CC3CCCO3)c(=O)c2C1c1ccccc1 (stereo not drawn)	-16	-0.2	3	-1	7	-1	-6	0.5	-1.6
C[C@@]12CCC3[C@@](CCC4[C@@]3(C)CCC[C@@]4(C)C(=O)NC3CCCCC3)(CC1=O)C2 (stereo partly drawn)	-24	-1.7	5	-17	3	6	nt	-0.9	-1.5
CC(C)(C)NC(=O)C1CC(=O)N(CCc2ccc(F)cc2)C1 (stereo not drawn)	-4	1.6	4	-4	-9	11	-15	0.7	1.2
CCn1cc(SCC(=O)NCC2CCCO2)c2ccccc21 (stereo not drawn)	-9	-0.3	-1	20	3	1	nt	3.5	-1.6
C/C(Cn1nnc2ccccc21)=N/OC(=O)c1c(F)cccc1F	-12	3.3	-14	20	-8	8	-19	8.7	2.6
O=C(Nc1ccc(C(F)(F)F)cc1Cl)c1ccc(Cn2cc(Br)cn2)o1	-26	1.4	-3	14	-9	18	-20	-0.2	1.7
Cc1noc(C)c1NC(=O)Nc1cccc2c1O[C@H](CN(C)C(=O)NC(C)C)[C@@H](C)CN([C@H](C)CO)C2=O	11	1.2	-3	-6	-4	9	nt	-0.1	0.6
COc1cccc(NC(=O)N2CCCc3ccccc32)c1	-2	0.5	3	13	-9	0	8	0.2	0.4
O=C(Nc1ccccc1N1CCCCC1)c1ccco1	-30	-1.2	-4	1	-6	7	-14	0.0	-1.4
CCSc1nc(O)c(C(c2cccc(OC)c2)c2c(O)nc(SCC)[nH]c2=O)c(=O)[nH]1	-4	1.2	-4	2	-3	-17	-3	-0.1	0.0
COc1ccc(N2CC(C(=O)Nc3nc4ccc(F)cc4s3)CC2=O)c(OC)c1 (stereo not drawn)	-9	12	-5	0	-3	16	7	3.5	8.1
N#Cc1c(SCC(=O)Nc2ccccc2)nsc1SCC(=O)Nc1ccccc1	-7	0.1	-8	4	-1	-12	2	-0.2	0.2
CC(=O)COc1ccc2cc(-c3ccccc3)c(=O)oc2c1	-12	2.8	0	11	11	16	-6	1.5	2.2
Cc1occc1-c1nnc(SCC(=O)NC2CCC(C)CC2)o1 (stereo not drawn)	-22	-0.3	-5	8	-17	-2	nt	0.9	-0.7
CC(C)CCNC(=O)CCc1nnc(Cc2c[nH]c3ccccc23)o1	-9	0.7	-4	3	4	14	-12	0.4	-0.8
CCOc1ccc(NC(=O)CC2C(=O)N(c3ccccc3)C(=O)N2Cc2ccccn2)cc1 (stereo not drawn)	-10	0.0	-5	11	-24	37	2	7.4	1.8
Cc1ccc(-c2noc(CNC(=O)c3ccoc3C)n2)cc1	-7	3.3	-5	-6	-9	-43	-6	0.9	3.2

Arranged by molecular weight (highest first): some entries from above.
SMILES	CHO parental Ca	V1R ag counter	OXTR potentiate	CHO-K1 Ca PAM	CHO-K1 Ca antag	TAAR1 antag	GPR7 antagonist	CHO-K1 Ca ag	OXTR agonist
COc1ccc(S(=O)(=O)N2CCCCCC2)cc1C(=O)OCC(=O)NC(C)(C)C	-1	-0.8	-11	17	-2	18	0	1.1	-0.7
CC(=O)c1ccc(N(CC(=O)NCCc2ccccc2)C(=O)c2csnn2)cc1	5	-0.1	0	-21	1	-6	1	0.9	-0.7
CC(=O)COc1ccc2cc(-c3ccccc3)c(=O)oc2c1	-12	2.8	0	11	11	16	-6	1.5	2.2

Remaining list, next part:
SMILES	CHO parental Ca	V1R ag counter	OXTR potentiate	CHO-K1 Ca PAM	CHO-K1 Ca antag	TAAR1 antag	GPR7 antagonist	CHO-K1 Ca ag	OXTR agonist
CCn1c(SCC(=O)Nc2nccs2)nnc1C1CC1	-5	0.2	-7	-2	-6	-25	-11	-0.4	-0.1
COc1ccc(C(=O)N/N=C/c2ccc(OC(=O)c3ccccc3)cc2)cc1	-3	0.8	-1	12	2	-9	-2	0.4	-0.2
O=C(COC(=O)C1CC2CCCC(C1)C2=O)Nc1ccccc1 (stereo not drawn)	0	0.2	-6	10	-12	10	nt	1.0	0.1
Nc1c2c3c(sc2nc(=O)n1N)CCCC3	-7	0.2	-4	6	-14	6	-2	-0.1	0.2
COc1ccc(CN(C(=O)c2nsc(Cl)c2Cl)C(C(=O)NC2CCCC2)c2ccc(OC)cc2)cc1 (stereo not drawn)	-20	-0.7	-15	2	3	-1	2	0.7	-0.9
O=C(O)c1ccc(CSc2nc(-c3ccccc3)cc(C(F)(F)F)n2)cc1	-1	3.8	-8	7	2	-17	-7	0.4	6.0
COc1ccc(S(=O)(=O)N2CCCOC2CNC(=O)C(=O)NCCCn2ccnc2)cc1OC (stereo not drawn)	4	-0.6	-2	-10	9	-11	0	-0.1	-0.4
CC(=O)Nc1ccc(C(=O)Cn2c3[n+](c4c(F)c(F)ccc42)CCCCC3)cc1	-12	0.9	-1	-11	17	9	-7	-0.5	-0.1
COc1ccc(CNC(=O)CN2C(=O)COc3ccc(S(=O)(=O)N4CCCCC4)cc32)cc1	-20	-0.1	-5	-7	-12	-18	-8	0.3	-0.8
CC(=O)Nc1ccc(S(=O)(=O)N2CCC(NC(=O)C(Cc3ccc(C)cc3)NC(C)=O)CC2)cc1 (stereo not drawn)	nt	nt	nt	-12	-1	-1	10	0.6	nt
CCOc1cc(C2NC(=O)c3ccccc3O2)ccc1OC(C)C (stereo not drawn)	-4	1.2	-1	14	-2	-20	-3	0.3	-0.6
Cc1ccc(NC(=O)N2CCCn3c(SCC(=O)c4ccccc4)nnc32)cc1	1	0.1	-2	7	-2	-23	-3	6.6	-0.8
O=C1CCc2cc(S(=O)(=O)Nc3cccc(Cl)c3)ccc2N1	nt	nt	nt	-5	-7	12	nt	3.7	nt
CCCOc1ccc(/C=N/NC(=O)C(C)Sc2ccccn2)cc1OCC (stereo not drawn)	-11	-0.1	-5	5	-13	11	-2	1.5	-0.9
O=NN(CCF)C(=O)NC1CCS(=O)(=O)CC1	nt	nt	nt	-4	-16	-19	nt	0.7	nt
NC(=O)c1ccsc1NC(=O)COC(=O)CCOc1ccccc1	0	8.9	-13	-13	2	25	3	17*	13
CC(=O)Nc1ccc(S(=O)(=O)N2CCCCC2C(=O)O)cc1 (stereo not drawn)	10	1.0	-8	16	-16	-2	-8	0.7	0.1
COc1ccccc1OCC(=O)Nc1nonc1NC(=O)COc1ccccc1OC	-20	-0.8	-5	18	-7	16	-8	3.3	-1.6
Cc1ccc(S(=O)(=O)Nc2cc(S(=O)(=O)N3CCOCC3)ccc2NCC2CCCO2)cc1 (stereo not drawn)	-15	-0.1	-4	3	-4	6	nt	0.7	1.2
CS(=O)(=O)NCC(c1cccnc1)N1CCN(c2ccccc2F)CC1 (stereo not drawn)	-7	0.1	2	-21	8	-5	-6	-0.4	0.8
O=C(NCCS(=O)(=O)N1CCC2(CC1)OCCO2)c1ccccc1	-8	0.0	-2	-3	-8	-3	nt	0.8	0.1
Cc1c(NC(=O)c2cc3ccccc3o2)cccc1-n1cnnn1	nt	nt	nt	8	-6	-14	nt	1.5	nt
CCc1ccc(C2CC(c3ccc(F)cc3)Nc3nc(N)nn32)cc1 (stereo not drawn)	-13	4.0	0	36	-5	-9	18	2.1	5.5
CC(Oc1ccc(C(=O)c2ccccc2)cc1)C(=O)Nc1ccc(S(N)(=O)=O)cc1 (stereo not drawn)	15	22*	-11	23	0	29	9	18*	33*
O=C(NS(=O)(=O)Nc1ccccn1)c1c[nH]c2ccccc12	1	0.5	3	14	-14	-9	-9	0.4	0.6

Next part:
SMILES	CHO parental Ca	V1R ag counter	OXTR potentiate	CHO-K1 Ca PAM	CHO-K1 Ca antag	TAAR1 antag	GPR7 antagonist	CHO-K1 Ca ag	OXTR agonist
COc1ccccc1N(CC(=O)N/N=C/c1c(O)ccc2ccccc12)S(C)(=O)=O	-11	3.0	-7	10	-2	39	1	6.7	4.5
O=C(c1ccc(N2CCCC2=O)cc1)N1CCOCC1	-9	0.9	-2	15	-6	-3	-4	-0.2	3.0
CCOC(=O)N1CCN(S(=O)(=O)c2ccc(C(=O)N(CCN(CC)CC)c3nc4ccc(C)cc4s3)cc2)CC1	-11	0.7	-5	-5	1	-13	0	1.4	-0.3
CC(=O)NC(Cc1c[nH]c2ccccc12)C(=O)N/N=C/c1ccccc1 (stereo not drawn)	2	-0.5	-6	0	-3	-12	-11	0.3	-0.3
COc1ccc(CNC(=O)C2CCN(S(=O)(=O)c3ccc(-c4nn[nH]n4)cc3)CC2)cc1	12	-0.7	-9	5	-1	-2	7	0.5	-0.2
O=C(CCCCCNS(=O)(=O)c1ccc(Br)cc1)NCCN1CCOCC1	-7	-0.2	-4	16	-20	-4	-4	-0.2	-0.1
CC(C)C[C@H]1COc2cc(N3CCC[C@H]3CO)ccc2S(=O)(=O)N1	nt	nt	nt	-6	-11	-18	nt	0.5	nt
Cc1nc2c(=O)[nH]n(C)c2nc1C	nt	nt	nt	19	-4	-3	nt	0.8	nt
COCCNC(=O)CN1N=C(c2ccc(C)cc2)CCC1=O	0	0.1	2	5	-8	2	-1	-0.3	-0.1
O=C(NCc1cccc(C(F)(F)F)c1)C1CCCN(c2ncccn2)C1 (stereo not drawn)	-1	0.2	-3	22	-23	11	-6	3.0	0.8
O=C(Nc1nc(-c2ccc(S(=O)(=O)N3CCCC3)cc2)cs1)c1cccs1	-6	4.2	-9	0	1	39	0	4.4	2.7
CC(=O)c1sc(-c2ccccc2)cc1NS(=O)(=O)c1ccccc1	0	0.3	-2	12	-13	-28	-4	0.3	0.0
